Screening data from PubChem.
Lipid droplet – modulators of hepatic lipid droplet formation; inhibition, % at 6.5 µM; hit rate 0.4% among 240,000; AID 1656; AML12 mouse hepatocytes, oleate lipid droplets, BODIPY imaging;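 active = lipid droplet intensity inhibited by at least 50%, with more than 500 cells counted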
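material = mouse AML12 hepatocyte cell line, fixed after treatment | also added = 100 µM oleic acid challenge | doses = compound at 6.5 µM only | schedule = overnight exposure | technique = Image-based BODIPY and DAPI two-channel analysis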
CSM14.1 death rescue – rescue of cells from ER stress-induced death, primary screen, 384-well, CSM14.1, thapsigargin, ATP luminescence (AID 1222). CSM14.1 thapsigargin-induced death rescue, ATP luminescence; higher % means a stronger effect. cellular ATP content (survival), % at 20 µM, or EC50 in µM where a hit was titrated. 190,000 tested, under 10 active;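 active = EC50 below 50 µM in the dose-response confirmation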;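 also: death triggered by thapsigargin at about 15 µM added after 2 h compound pretreatment; cell ATP read after overnight thapsigargin exposure of roughly 18 to 22 hours; normalized against plate controls of thapsigargin alone and 5% DMSO vehicle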
human PMI inhibition – MPI enzyme activity inhibition – biochemical, fluorescence intensity, coupled assay, primary screen (AID 1209). purified PMI enzyme, coupled fluorescence intensity; higher % means a stronger effect. inhibition, % at 20 µM, or IC50 in µM where a hit was titrated. hit rate 0.42% among 190,000;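 also: plate controls were DMSO vehicle for no effect and wells lacking substrate for full effect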
TNAP activation fold – human TNAP enzyme activators, primary screen, biochemical, luminescent, no phosphate acceptor, uHTS (AID 1001); hit rate 0.03% among 200,000; purified TNAP, luminescent activation assay, no phosphate acceptor; higher activation fold means a stronger effect; activation fold at 20 µM, or EC50 in µM where a hit was titrated; in the data active = activation fold from about 3, or a potency from the dose series; inactive = the rest, 99 in 100 with activation fold below about 1.6; also: many of its hits are not listed in these tables
human PMI inhibitors – human PMI inhibitors, high substrate, primary screen, biochemical, fluorescence intensity, high mannose 6-phosphate (AID 1220); recombinant PMI enzyme, coupled fluorescence intensity; higher % means a stronger effect; one-dose inhibition, % at 20 µM; IC50 in µM for titrated hits; hit rate 0.66% among 190,000
WT yeast gro inh – growth inhibition of WT yeast, mitochondrial fusion screen; mitochondrial fusion phenotypic screen, WT strain; inhibition, % at 10 µM; hit rate 2.1% among 190,000; in the data active = inhibition above about 58%; tested in S. cerevisiae
M1AAP inhibition – malaria alanyl aminopeptidase activity blockers – biochemical, fluorogenic H-Leu-NHMec substrate, 1536-well (AID 1445) | recombinant M1AAP, H-Leu-NHMec fluorogenic kinetic assay; higher % means a stronger effect | one-dose inhibition, % at 30 µM; IC50 in µM for titrated hits | hit rate 0.42% among 220,000;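 active = primary inhibition above the hit cutoff, then over 50% inhibition at one or more dose response concentrations, cut at about 23% in these data, passing the limit was not always enough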;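 also: plate controls were DMSO full reaction for no effect and no enzyme background for full effect; strong numbers were not always called active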
Myeloid diff MLP – promotes myeloid progenitor differentiation. ER-HoxA9 myeloid progenitors, lysozyme-GFP differentiation, flow cytometry. calls only at 10 µM. hit rate 1% among 360,000. AID 624256;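 active = normalized GFP-positive differentiation at or above the plate's own cutoff, the solvent-only control mean plus 3 SD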;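 also: cells exposed to compound for four days before flow analysis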
K1F lysis inhibition – protection from phage-mediated lysis, alamar blue read-out – E. coli UTI89, K1F phage, bacterial capsule biogenesis inhibitors (AID 488966); E. coli UTI89 K1F phage lysis, alamar blue, 2 h; higher % means a stronger effect; one-dose inhibition, % at 100 µM; IC50 in µM for titrated hits; hit rate 0.02% among 340,000;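 active = phage lysis inhibition, versus mean bacterial control, above a set limit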;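 also: capsule biogenesis inhibitors block K1F phage lysis so surviving cells raise fluorescence; higher fluorescence means more inhibition of phage lysis; actives were called in the ten point dose series up to 300 µM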
WT yeast gro inh mutant strain – further read-out of WT yeast gro inh, marked with its call; inhibition, %; mitochondrial fusion phenotypic screen, mutant strain inhibition
Lipid droplet cells 6.5 µM – further read-out of Lipid droplet, marked with its call; cell count; measured here: cell count, cytotoxicity flag;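 cells counted across two imaged fields per well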
Myeloid diff MLP GFP+ MAC1+ % – further read-out of Myeloid diff MLP, marked with its call; GFP+ MAC1+ double positive, %; measured here: differentiation confirmed by MAC1 staining
Active calls of the source: *; i = inactive; . = not tested or not shown; [ ] = another dose, or the depositor's remark. Rule as the data show it, unless noted: active = inhibition above about 50%; inactive = the rest.

Molecule | Lipid droplet | Lipid droplet cells 6.5 µM | CSM14.1 death rescue | human PMI inhibition | TNAP activation fold | human PMI inhibitors | WT yeast gro inh | WT yeast gro inh mutant strain | M1AAP inhibition | Myeloid diff MLP | Myeloid diff MLP GFP+ MAC1+ % | K1F lysis inhibition
Cn1c2c(c(=O)n(C)c1=O)CN(CCN1CCNCC1)CN2 | . | . | 0.1% | 4% | 1 | 4% | 2 | 23 | 17% | i | 0.9 | -0.7%
CCn1cc([N+](=O)[O-])c(C(=O)Nc2ccn(Cc3ccccc3)n2)n1 | 2 | 720 | 0.2% | -3% | 1.1 | 1% | 9 | -10 | 3% | i | 2.0 | -0.7%
O=C(CCc1ccc(S(=O)(=O)N2CCOCC2)cc1)Nc1cc(Cl)ccc1N1CCOCC1 | . | . | -0.7% | 0% | 1 | 7% | -6 | -1 | 6% | i | 1.0 | 1.0%
CC(C)(C)NS(=O)(=O)c1ccc(/C=C/C(=O)O)cc1 | 3 | 675 | . | -9% | 1.1 | 1% | 1 | 0 | -1% | i | 0.5 | 0.1%
O=C(c1nc(SCc2ccc([N+](=O)[O-])cc2)n2ccccc12)C(F)(F)F | 10 | 727 | . | . | . | . | . | . | 6% | i | 0.3 | -1.1%
CC(C)(CO)NCc1cccs1 | 15 | 703 | -1.9% | 7% | 1.1 | 1% | -15 | -8 | . | i | 0.2 | -0.1%
O=C(CCCN1C(=O)/C(=C\c2cccs2)SC1=S)Nc1cccnc1 | 10 | 668 | -1.2% | 1% | 1.1 | 13% | -2 | 17 | -1% | i | 1.9 | 0.4%[50 µM]
COc1ccccc1-c1nn(Cc2ccccc2)cc1/C=C/C(=O)O | -12 | 712 | . | . | . | . | . | . | 2% | i | 0.4 | -0.1%
COc1ccc(C(=O)Nc2cc(-c3nn4c(C)nnc4s3)ccc2C)cc1 | . | . | -0.5% | 2% | 1.1 | 9% | 5 | -7 | 11% | i | 2.2 | 6.0%
CC(=O)Nc1cccc(NC(=O)C2CCCN2C(=O)Nc2ccccc2C)c1 (stereo unspecified) | . | . | -1.2% | 3% | 1.1 | 5% | -21 | -11 | -3% | i | 4.1 | 0.0%
Cc1cc2cc(C(c3nnnn3CC3CCCO3)N3CCCc4ccccc43)c(=O)[nH]c2cc1C (stereo unspecified) | 6 | 799 | -1.4% | 43% | 1 | 18% | 11 | 22 | 7% | i | 4.0 | 4.0%
O=[N+]([O-])c1ccccc1OCC(O)CNC1CCCC1 (stereo unspecified) | 1 | 645 | . | . | . | . | . | . | 3% | i | 0.5 | 1.1%
Clc1ccc(Cn2ncc3c(NCCN4CCOCC4)ncnc32)cc1 | 2 | 762 | -2.5% | 14% | 1.1 | 10% | 3 | 13 | 12% | i | 1.0 | -0.1%
COc1cc(C(=O)OCCC(C)C)cc(OC)c1O | 9 | 860 | . | . | . | . | . | . | 6% | i | 0.4 | 0.2%
Cn1c(-c2ccc(C=O)s2)nc2ccccc21 | 16 | 753 | -1.3% | 2% | 1.2 | -4% | 1 | 22 | 7% | i | 0.8 | -0.9%
CC(C)Cn1c(N)cc(=O)n(C)c1=O | 11 | 710 | . | -3% | 1.1 | -9% | -27 | 10 | 3% | i | 0.5 | 0.2%
Cc1ccsc1/C=N\Nc1cn[nH]c(=O)c1Cl | 1 | 692 | -0.9% | -15% | 1 | -5% | -2 | -13 | 19% | i | 0.1 | 0.1%
Nc1nc2ccccc2n1/N=C/c1ccc(Br)cc1 | -5 | 681 | . | 14% | 1.1 | 11% | 27 | 40 | 0% | i | 0.9 | 0.2%
COc1cc(Cl)c(S(=O)(=O)NCc2cccnc2)cc1Cl | . | . | 2.4% | -7% | 1.2 | -4% | 9 | -11 | 3% | i | 6.3 | 0.5%[50 µM]
CC1CCCN(c2ccc(C(=O)NCCc3ccccc3)cn2)C1 (stereo unspecified) | -5 | 745 | -3.0% | 1% | 1 | -3% | 11 | -84 | 0% | i | 0.6 | 0.3%
Nn1c(-c2cccs2)nc2sc3c(c2c1=O)CCCC3 | . | . | 0.6% | 16% | 1.1 | 10% | 9 | -10 | 3% | i | 0.7 | 1.2%
CCOC(=O)CC1C(=O)NCCN1S(=O)(=O)c1cc(Cl)c(Cl)cc1Cl (stereo unspecified) | . | . | 0.9% | -3% | 1 | -4% | -1 | -13 | 2% | i | 1.1 | 0.6%
CN1c2ccccc2C(C)(C)[C@]12C=Cc1cc(O)ccc1O2 | -22 | 786 | 0.7% | 21% | 0.6 | 19% | 26 | 27 | 7% | i | 1.6 | 8.8%
O=C(O)c1ccc(N/N=C/C2=C(N3CCOCC3)C(=C\c3ccccc3)/CC2)cc1 | 2 | 796 | . | . | . | . | . | . | 6% | i | 0.5 | 0.5%
O=C(Nc1ccc2c(c1)OCO2)c1cnn2c(C(F)(F)F)cc(-c3ccco3)nc12 | . | . | 4.5% | 0% | 1 | 0% | 10 | 12 | 5% | i | 0.3 | -0.1%
Cc1c(C2OC(=O)C3(CCCCC3)C(=O)C2(C)C)c(=O)n(-c2ccccc2)n1C (stereo unspecified) | . | . | -1.1% | 2% | 1.1 | -2% | 6 | 10 | 1% | i | 0.5 | 0.2%
CN(C)c1ccc(N/C=C/C(=O)C(F)(F)F)cc1 | -15 | 666 | 1.3% | 8% | 1 | 56%* | -21 | -3 | 5% | i | 0.9 | 0.8%
CCN(CC)C(=O)CSc1nc2cc3c(cc2c(=O)n1Cc1ccc2c(c1)OCO2)OCO3 | 5 | 671 | -2.0% | 20% | 1.1 | 11% | 10 | 4 | 4% | i | 1.1 | 0.0%
COc1ccc(N2C(=O)CC(N(CCc3ccc(OC)c(OC)c3)C(=S)Nc3ccccc3)C2=O)cc1 (stereo unspecified) | -18 | 605 | 3.4% | 17% | 1 | 5% | -8 | -7 | 3% | i | 2.9 | -1.4%[50 µM]
O=C(COC(=O)Cn1cnc2ccccc21)NCc1ccc(F)cc1 | 2 | 655 | . | -24% | 1.1 | -13% | 11 | 12 | 3% | i | 0.5 | -1.2%
O=C(NCc1ccco1)c1cccn2c(=O)c3cc4ccccc4cc3nc12 | 6 | 683 | -0.3% | . | 1 | . | 39 | 27 | 17% | . | . | .
CCOc1ccc2nc(NC(=O)CS(=O)(=O)c3ccc(C)cc3)sc2c1 | 12 | 792 | -1.4% | 1% | 1.2 | -6% | 20 | 24 | 0% | i | 2.2 | -0.2%
COc1ccc(-c2ccc(SCC(=O)Nc3cc(C)on3)nn2)cc1OC | 17 | 704 | 1.8% | 9% | 1.1 | 2% | 15 | 26 | 5% | i | 1.3 | 2.2%
O=C(NNC(=O)c1ccccc1Cl)c1ccco1 | -12 | 753 | . | . | . | . | . | . | 2% | i | 1.1 | 1.3%
Cc1ccc(S(=O)(=O)N(C)CCCC(=O)Nc2cccc3ccccc23)cc1 | 1 | 564 | -0.2% | -2% | 1.1 | -3% | 0 | -9 | -8% | i | 0.1 | 0.2%
COc1cc(N)c(Cl)cc1NC(=O)c1ccccc1 | . | . | 0.6% | 5% | 1.1 | 11% | -10 | 9 | -1% | i | 1.8 | -0.2%
Cc1onc(-c2c(F)cccc2Cl)c1C(=O)NC(=S)NCc1cccnc1 | 6 | 633 | 3.2% | 6% | 1 | 0% | 4 | -9 | 2% | i | 0.3 | 1.4%
O=C(CN1C(=O)CSC1=O)Nc1ccc2c(c1)OCCO2 | . | . | 0.8% | -7% | 1 | 0% | 1 | -3 | 0% | i | 0.7 | 0.0%
c1ccc(CN2C3=NCCN3c3ccccc32)cc1 | 8 | 759 | -2.6% | -4% | 1 | -12% | -11 | 3 | -1% | i | 0.3 | 7.6%
C/C(CCN1CCCCc2nc(C)c(C)cc21)=N\O[C@@H](C)CN1CCCCc2nc(C)c(C)cc21 | -4 | 675 | 5.6% | -6% | 1 | -1% | 20 | 0 | 2% | . | . | .
O=C(N/N=C/c1sc(N2CCOCC2)nc1-c1ccccc1)c1ccccc1O | 5 | 656 | 5.9% | -8% | 1.1 | -17% | -12 | -5 | 8% | i | 0.8 | 0.6%
CCOc1ccc(NC(=O)N(C2CCCC2)C2CCN(C(C)=O)CC2)cc1 | 0 | 703 | 1.6% | 4% | 1.1 | 33% | 3 | 2 | 6% | i | 0.3 | 0.2%
O=c1c2c(nc3cc(-c4ccc(F)cc4)[nH]n13)CCCC2 | . | . | -2.2% | -3% | 1 | -3% | -39 | -42 | 7% | i | 1.1 | 0.0%
O=c1c2cn[nH]c2nc(SCc2c(F)cccc2F)n1-c1ccc(Cl)cc1 | -4 | 682 | 1.9% | 15% | 1 | 12% | 73* | 14* | -7% | i | 0.1 | 0.2%
COCc1c(CCl)cnc(C)c1O | -6 | 693 | 1.1% | . | 1 | . | -6 | -19 | -3% | i | 0.4 | -0.3%
Cc1cc(F)ccc1S(=O)(=O)N(C(=O)c1ccncc1)c1ccc(OC(=O)c2ccncc2)cc1 | 12 | 637 | -0.9% | 11% | 1 | 8% | 9 | -4 | 3% | i | 0.3 | .
S=C(N/N=C1\CCc2ccccc21)NC1CCCCC1 | 6 | 708 | -0.4% | -4% | 1 | 1% | 70* | 67* | 0% | i | 0.7 | 0.4%
COc1cc2c(cc1OC)C(Cc1ccc(O)cc1)N(C)CC2 (stereo unspecified) | 8 | 730 | -3.9% | -5% | 1 | -1% | 1 | -5 | -1% | i | 0.6 | 0.9%[50 µM]
COc1ccc2[nH]c(C)c(CCNC(=S)Nc3ccccc3C)c2c1 | 10 | 741 | -4.3% | 8% | 1.1 | 3% | 11 | -6 | 0% | i | 1.2 | 0.0%
Cc1ccc(NC(=O)C(=O)NCCCN2CCOCC2)c(C)c1 | 3 | 690 | . | . | . | . | . | . | -1% | i | 0.5 | 0.1%

Molecules above that have a nitro group on carbon, in the order listed:
Molecule | Lipid droplet | Lipid droplet cells 6.5 µM | CSM14.1 death rescue | human PMI inhibition | TNAP activation fold | human PMI inhibitors | WT yeast gro inh | WT yeast gro inh mutant strain | M1AAP inhibition | Myeloid diff MLP | Myeloid diff MLP GFP+ MAC1+ % | K1F lysis inhibition
CCn1cc([N+](=O)[O-])c(C(=O)Nc2ccn(Cc3ccccc3)n2)n1 | 2 | 720 | 0.2% | -3% | 1.1 | 1% | 9 | -10 | 3% | i | 2.0 | -0.7%
O=C(c1nc(SCc2ccc([N+](=O)[O-])cc2)n2ccccc12)C(F)(F)F | 10 | 727 | . | . | . | . | . | . | 6% | i | 0.3 | -1.1%
O=[N+]([O-])c1ccccc1OCC(O)CNC1CCCC1 (stereo unspecified) | 1 | 645 | . | . | . | . | . | . | 3% | i | 0.5 | 1.1%
